Screening data from PubChem.
Epigenetic reg: epigenetic control regulation, reporter derepression. Potency, µM (top dose mostly 53.9 µM), for the others: top-dose GFP activation, actives largely listed as activators. 0.2% of 280,000 active. murine LDR cells, GFP reporter derepression, 30 h; note: potency is the fitted concentration of half-maximal effect; % of control where 0% means no effect; nearly all actives have a fitted effect of over 60% in size
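Reporter derepression read as number of fluorescent GFP-positive objects, 20-120 um in size, counted by laser-scanning cytometer. Mouse LDR line with an epigenetically silenced CMV-GFP locus; compound incubation 30 h, 37 C.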
IMPase Li inh: cell-permeable IMPase inhibitors with lithium potentiation. Potency, µM (titrated, usually from 59.4 µM), for inactives: at the highest dose activity, negative = IMPase inhibition, usual class: inhibitors. CHO-M1 cells, IP1 TR-FRET (IP-One), carbachol + lithium. AID 1457. 0.35% of 210,000 active;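 note: IP1 builds up when IMPase is blocked and the TR-FRET signal falls; potency is the fitted concentration of half-maximal effect; plate controls were basal vehicle for no effect and high inhibitor control for full effect; nearly all actives have a fitted effect of over 50% in size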
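CHO-M1, 2000 cells/well, 16–30 h culture; cpd + low Li+, 30 min 37C; lysis with d2-IP1/Eu-anti-IP1 Ab, 10 min RT; TR-FRET 665/620 ratio and 620 channel; AC50 via Hill.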
NPSR antagonist: blocks cAMP signaling of the human neuropeptide S receptor. Q6W5P4. CHO-NPSR cells, cAMP TR-FRET, antagonist mode. Potency, µM (series often up to 38.3 µM), without a hit: at the top dose activity change, negative = inhibition, most hits filed as inhibitors. 1% of 220,000 active. AID 1461; note: potency is the fitted concentration of half-maximal effect; % is set by controls: 0 for no effect and ±100 for the full control effect; nearly all actives have a fitted effect of over 50% in size; many of its hits are not listed in these tables
Target sequence (Q6W5P4 whole entry, looked up): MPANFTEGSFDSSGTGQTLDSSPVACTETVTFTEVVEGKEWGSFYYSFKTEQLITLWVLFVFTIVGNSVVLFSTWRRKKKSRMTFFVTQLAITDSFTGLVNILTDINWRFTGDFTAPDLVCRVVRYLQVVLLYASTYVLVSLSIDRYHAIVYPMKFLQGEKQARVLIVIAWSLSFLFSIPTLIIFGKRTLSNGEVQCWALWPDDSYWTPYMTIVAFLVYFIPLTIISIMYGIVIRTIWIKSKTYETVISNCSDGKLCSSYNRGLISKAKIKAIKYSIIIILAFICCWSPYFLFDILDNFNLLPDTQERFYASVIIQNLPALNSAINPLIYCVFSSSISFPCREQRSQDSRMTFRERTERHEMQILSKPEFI
KinaseGlo FLuc: counter-screen: inhibitors of Kinase-Glo firefly luciferase | Q27757 | Kinase-Glo luciferase, ATP luminescence, 8 min | Potency, µM (titrated, usually from 38.3 µM), inactives show top-dose activity change, negative = inhibition, actives largely listed as inhibitors | 0.28% of 200,000 active | AID 1379; note: potency is the fitted concentration of half-maximal effect; % is set by controls: 0 for no effect and ±100 for the full control effect; nearly all actives have a fitted effect of over 60% in size
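Luminescence was the read-out, taken after 8-minute incubation at ambient temperature. Luciferase turned over luciferin with 10 uM ATP in imidazole pH 7.2 buffer containing KCl, MgCl2, Tween 20 and BSA.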
CBFb-RUNX1 inh: inhibitors of human CBF-beta and RUNX1 interaction; Q01196+Q13951; AlphaScreen CBFb-His/RUNX1-biotin binding, biochemical; Potency, µM (titrated, usually from 59.8 µM), inactives show top-dose activity, negative = inhibition, actives largely listed as inhibitors; 230,000 tested, under 10 active; AID 1477; note: % of control where 0% means no effect
Target sequence (Q01196 whole entry, looked up): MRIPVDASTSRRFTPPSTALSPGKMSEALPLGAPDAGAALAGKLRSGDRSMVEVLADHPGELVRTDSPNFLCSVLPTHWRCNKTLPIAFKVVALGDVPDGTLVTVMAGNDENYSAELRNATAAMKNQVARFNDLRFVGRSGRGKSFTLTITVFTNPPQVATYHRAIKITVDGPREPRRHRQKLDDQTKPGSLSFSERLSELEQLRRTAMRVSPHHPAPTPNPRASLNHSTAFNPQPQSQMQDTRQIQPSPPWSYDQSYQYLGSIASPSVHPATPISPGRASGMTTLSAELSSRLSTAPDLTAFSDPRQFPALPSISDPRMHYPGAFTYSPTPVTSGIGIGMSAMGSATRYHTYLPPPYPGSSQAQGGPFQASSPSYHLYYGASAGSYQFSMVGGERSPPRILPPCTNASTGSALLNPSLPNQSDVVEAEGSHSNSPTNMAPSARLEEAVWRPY
Target sequence (Q13951 whole entry, looked up): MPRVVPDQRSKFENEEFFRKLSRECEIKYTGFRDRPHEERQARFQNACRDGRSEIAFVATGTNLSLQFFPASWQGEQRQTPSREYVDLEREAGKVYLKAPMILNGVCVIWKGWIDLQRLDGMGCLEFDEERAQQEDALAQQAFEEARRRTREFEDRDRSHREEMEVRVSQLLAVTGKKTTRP
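Proteins preincubated together for 20 min at RT before compound addition; 15 min later, nickel and streptavidin beads were added and left 90 min prior to AlphaScreen measurement.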
aGal spleen mod: inhibits or activates alpha-galactosidase in human spleen homogenate | P06280 | human spleen homogenate, 4MU-alpha-Gal fluorescence, 40 min | Potency, µM (highest dose often 80 µM), inactives show at the highest dose activity change, negative = inhibition, hits mostly inhibitors | 0.008% of 240,000 active;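 note: potency is the fitted concentration of half-maximal effect; 0% = enzyme with vehicle and -100% = no enzyme basal signal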
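Spleen homogenate 1 ug + cpd (titration) + 4-MU-alpha-D-galactopyranoside 1 mM; 37C 40 min; 50 mM citrate/phosphate pH 5.0, 0.01% Tween-20; stop pH 10; fluorescence 365/440; AC50 via Hill.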
Lamin A splicing: LMNA splicing modulation; HeLa LMNA splicing GFP/RFP minigene ratio, 48 h; Potency, µM (highest dose often 46.1 µM), inactives show at the top dose ratio change, negative = inhibition, hits mostly inhibitors; 0.01% of 200,000 active; AID 1487; active = well fitted inhibition curve with a large enough effect in the signal ratio, with a control signal flat, not every such curve was filed as active; inconclusive = small, poorly fitted or top-dose-only effect, or effect the other way, or a change in a side signal; the % refers to the signal ratio; note: potency is the fitted concentration of half-maximal effect; % is set by controls: 0 for no effect and ±100 for the full control effect
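Read-out is the ratio of GFP to DsRed2 object intensity, acquired by 488 nm laser-scanning cytometry on HeLa lamin A-EGFP minigene reporter cells. Compound incubation 48 hrs at 37 °C in Opti-MEM with 2% FBS; DMSO 0.5% final.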
* marks the source's active call; other numbers are inactive results; ? = inconclusive; nt = not tested or not shown; [ ] = dose if it differs, or a comment. Unless noted, calls come from the whole dose curve; as a rule, active = well fitted curve in the direction sought with a large enough effect; inconclusive = small, poorly fitted or top-dose-only effect, or another doubt; inactive = no such curve, though single readings can be large; an effect the other way counts as inactive or inconclusive. The list is partial; the hit share may differ from the screen's.

SMILES	Epigenetic reg	IMPase Li inh	NPSR antagonist	KinaseGlo FLuc	CBFb-RUNX1 inh	aGal spleen mod	Lamin A splicing
CS/C(=N/S(=O)(=O)c1ccc(C)cc1)c1ccccc1	0.0%	-4%	-8%	-2%	0%	-5%	?
Cc1cc(Nc2cccc([N+](=O)[O-])c2)c2ccccc2n1	3.3%	16%	1%	-1%	-2%	-3%	4%[46 µM]
CCNc1ncc2nc(-c3ccc(F)cc3)c(=O)n(C)c2n1	nt	-22%	nt	nt	nt	?	?
CCOC(=O)c1c(C)n(C)c2ccc(OC)c(NC(=O)CN3CCC(C(=O)OCC)CC3)c12	-0.3%	nt	1%[7.67 µM]	nt	0%	7%	nt
Nn1c(COc2cccc(Br)c2)nnc1SCC(=O)N1CCc2ccccc2C1	?	nt	-9%[46.1 µM]	nt	-5%	-7%	0%
COc1ccc(C=C(c2ccc(OC)cc2)c2ccc(OC)cc2)cc1	1.5%	13%[38.3 µM]	-22%[46.1 µM]	-2%	?	-7%	-10%
CC(=O)Nc1cccc(NC(=S)Nc2ccc(F)cc2F)c1	-1.5%	9%	19%	-3%	4%	5%	nt
Cc1ccccc1OCC(=O)O/N=C(\N)Cc1cccs1	-1.1%	22%[38.3 µM]	-15%[46.1 µM]	0%	?	5%	7%[0.0737 µM]
CC(C)Sc1nnc([C@H](Cc2ccccc2)NC(=O)OC(C)(C)C)o1	2.2%	nt	-2%	nt	11%	1%	nt
Cc1ccc(S(=O)(=O)N2CCCN(S(=O)(=O)c3ccc(C)c(C)c3)CC2)cc1C	0.0%	17%[38.3 µM]	-11%[46.1 µM]	-2%	1%	8%	-9%
CCc1ccc(CCC(=O)Nc2sc(C)c(C)c2C(=O)OC)o1	2.6%	14%[38.3 µM]	-17%[46.1 µM]	-4%	8%	4%	-8%
O=C(CCC1CC(=O)Nc2ccccc21)NCc1ccc(F)cc1 (configuration not stated)	0.0%	-4%[38.3 µM]	-10%[46.1 µM]	-3%	5%	5%	?
O=C(/C=C/c1ccc(S(=O)(=O)N2CCOCC2)cc1)N(CCO)Cc1ccccc1	0.0%	3%	1%	nt	2%	5%	nt
CCOC(=O)c1c(-c2ccc(C)o2)csc1NC(=O)CN(C)CC(=O)Nc1ccc(C)cc1	?	2%[38.3 µM]	?	3%	-6%	-3%	10%
CCOC(=O)N1CCC(N2C(=O)c3ccccc3C2Nc2ccc(S(=O)(=O)N(CC)CC)cc2)CC1 (configuration not stated)	-0.3%	14%	-46%	nt	-7%	-20%	nt
O=C(NCCCl)Nc1ccc(Cl)c([N+](=O)[O-])c1	-1.3%	-2%	-4%	-2%	5%	-4%	-8%[46 µM]
CC(=O)Oc1ccc(C(=O)Nc2ccc3c(c2)C(=O)N(CCC(=O)O)C3=O)cc1	0.0%	0%[38.3 µM]	-6%[46.1 µM]	-7%	-11%	4%	10%
COCc1nc(-c2ccc(-c3ccc(OC)cc3)nc2OC)no1	0.0%	-3%	-8%	2%	11%	7%	-10%
COC(=O)C(C)Sc1nc2c([nH]c3ccccc32)c(=O)n1C (configuration not stated)	1.2%	11%[38.3 µM]	-11%[46.1 µM]	2%	5%	12%	-8%
COc1ccc(-c2csc(N(Cc3ccco3)C(=O)c3cccs3)n2)cc1	-1.8%	nt	-14%	nt	15%	-4%	nt
CCOc1cc(C(N)=O)cc(Cl)c1OCC	0.9%	6%	13%	0%	1%	3%	?
COc1ccc(NC(=O)N[C@@H](Cc2ccccc2)C(=O)NN)cc1	0.0%	nt	11%	nt	8%	6%	nt
Cc1nc2oc3ccccc3c(=O)c2c(=O)n1Cc1ccccc1	0.9%	21%[38.3 µM]	-17%[46.1 µM]	-1%	4%	0%	-3%
C=C(C)CNC(=S)N/N=C(\C)c1ccc(Cl)s1	-1.9%	9%	-19%	0%	1%	5%	?
CCOC(=O)C1C2C=CC3(CN(Cc4ccco4)C(=O)C13)O2 (configuration not stated)	-0.8%	-2%	6%[46.1 µM]	-2%	0%	1%	-8%
CCCC(c1nnnn1CCc1ccccc1)N1CCC(C(N)=O)CC1 (configuration not stated)	-0.8%	3%	20%[46.1 µM]	0%	5%	4%	-3%
Cc1cccn2c(=O)c(/C=C(\C#N)C(=O)NC3CCS(=O)(=O)C3)c(N3CCC(C(N)=O)CC3)nc12 (configuration not stated)	0.0%	-5%	-20%	-2%	-2%	?	-10%
CCN1CCN(Cc2c(O)ccc3c2O/C(=C\C=C\c2ccccc2)C3=O)CC1	4.6%	8%	4µM*	3%	-9%	8%	?
COc1cccc(-c2nc(Cc3ccc(OC)c(OC)c3)no2)c1	-1.1%	14%[38.3 µM]	-7%[46.1 µM]	-1%	13%	-3%	?
COc1ccc(S(=O)(=O)N(C)CC(=O)NC2CC2)cc1	0.9%	10%[38.3 µM]	-8%[46.1 µM]	2%	2%	9%	4%

For convenience, part of the list above.
SMILES	Epigenetic reg	IMPase Li inh	NPSR antagonist	KinaseGlo FLuc	CBFb-RUNX1 inh	aGal spleen mod	Lamin A splicing
CS/C(=N/S(=O)(=O)c1ccc(C)cc1)c1ccccc1	0.0%	-4%	-8%	-2%	0%	-5%	?
Cc1cc(Nc2cccc([N+](=O)[O-])c2)c2ccccc2n1	3.3%	16%	1%	-1%	-2%	-3%	4%[46 µM]
CCNc1ncc2nc(-c3ccc(F)cc3)c(=O)n(C)c2n1	nt	-22%	nt	nt	nt	?	?
CCOC(=O)c1c(C)n(C)c2ccc(OC)c(NC(=O)CN3CCC(C(=O)OCC)CC3)c12	-0.3%	nt	1%[7.67 µM]	nt	0%	7%	nt
Nn1c(COc2cccc(Br)c2)nnc1SCC(=O)N1CCc2ccccc2C1	?	nt	-9%[46.1 µM]	nt	-5%	-7%	0%
COc1ccc(C=C(c2ccc(OC)cc2)c2ccc(OC)cc2)cc1	1.5%	13%[38.3 µM]	-22%[46.1 µM]	-2%	?	-7%	-10%
CC(=O)Nc1cccc(NC(=S)Nc2ccc(F)cc2F)c1	-1.5%	9%	19%	-3%	4%	5%	nt
Cc1ccccc1OCC(=O)O/N=C(\N)Cc1cccs1	-1.1%	22%[38.3 µM]	-15%[46.1 µM]	0%	?	5%	7%[0.0737 µM]
CC(C)Sc1nnc([C@H](Cc2ccccc2)NC(=O)OC(C)(C)C)o1	2.2%	nt	-2%	nt	11%	1%	nt
Cc1ccc(S(=O)(=O)N2CCCN(S(=O)(=O)c3ccc(C)c(C)c3)CC2)cc1C	0.0%	17%[38.3 µM]	-11%[46.1 µM]	-2%	1%	8%	-9%

Continuation.
SMILES	Epigenetic reg	IMPase Li inh	NPSR antagonist	KinaseGlo FLuc	CBFb-RUNX1 inh	aGal spleen mod	Lamin A splicing
COc1ccc(N/C(=N\c2nc(C)cc(C)n2)NC(=O)C(C)C)cc1OC	-0.5%	-1%[38.3 µM]	-8%[46.1 µM]	14%	6%	-2%	4%
COc1ccccc1-c1nnc(SCC(=O)Nc2ccc(S(N)(=O)=O)cc2)n1N	-1.2%	nt	-40%	nt	1%	2%	nt
Cc1nn2c(N3CCN(C4CCCC4)CC3)cc(C(C)(C)C)nc2c1-c1ccccc1	-3.9%	2%[38.3 µM]	-8%[46.1 µM]	-7%	5%	1%	-2%
Cc1ccc(S(=O)(=O)N(C)c2nc3ccccc3[nH]c2=S)cc1	0.0%	nt	-13%	nt	-15%	16%	nt
CCOc1ncccc1C(=O)OCc1c(Cl)cccc1Cl	0.0%	-2%	-2%	-4%	10%	-4%	1%
COc1ccc(S(=O)(=O)N2CCC(C(=O)NCc3ccccn3)CC2)cc1Cl	-0.8%	10%[38.3 µM]	-17%[46.1 µM]	1%	9%	0%	-3%
CN(C)Cc1cnc2ccc(Cl)cn12	0.0%	7%[38.3 µM]	3%[46.1 µM]	9%	5%	3%	9%
O=c1[nH]nc(SCc2cc(Cl)ccc2Cl)c(=O)[nH]1	3.3%	nt	-5%	nt	7%	1%	nt
Cc1ccc(NC(=O)CN(C)S(=O)(=O)c2cccs2)cc1C	-1.4%	17%[38.3 µM]	16%[46.1 µM]	-2%	5%	0%	-19%
CSC1=NCCN1C(=O)c1c(F)cccc1F	-0.8%	-9%[38.3 µM]	4%[46.1 µM]	0%	3%	3%	7%
Cc1ccc(OCCOc2ccc(Cl)cc2Cl)c([N+](=O)[O-])n1	1.0%	14%	-6%	0%	0%	-2%	?
COc1ccccc1N1CCN(C(=O)Cn2nnc(-c3cccs3)n2)CC1	-0.6%	1%[38.3 µM]	-15%[46.1 µM]	1%	-8%	16%	3%
COc1ccccc1CN1CC[C@@]2(CCCN(C(C)=O)C2)C1	nt	1%	nt	1%	nt	-3%	nt
CCN(CC)S(=O)(=O)c1ccc2c(c1)N(CC(=O)NCc1ccco1)C(=O)CO2	2.5%	nt	11%	nt	14%	-3%	nt
Cc1cc(NC(=O)C2C3C(=O)N(c4cccnc4)C(C(=O)NC(C)(C)C)C34C=CC2(C)O4)no1 (configuration not stated)	-1.6%	-2%	-2%	-2%	2%	-1%	?
CC(=O)c1ccc(NS(=O)(=O)c2ccc(C(C)(C)C)cc2)cc1	0.2%	12%	19%	2%	3%	-19%	nt
CCOCCOCCC(C(=O)OCC)P(=O)(c1ccccc1)c1ccccc1 (configuration not stated)	-6.3%	21%[38.3 µM]	-4%[46.1 µM]	2%	2%	7%	11%
CC(=C/C(=O)O)/C=C/c1cccs1	0.0%	7%[38.3 µM]	-15%[46.1 µM]	-4%	6%	2%	11%
O=C(CSc1nnc(-c2ccccc2Br)o1)Nc1nncs1	11%	-5%	-9%	5%	1%	-2%	nt
C=CCn1c(SCc2ccc(C(=O)NCCO)cc2)nc2sc(C)c(C)c2c1=O	-0.7%	8%	-23%	-1%	-8%	2%	31%[46 µM]
CCc1ccc(N2CCCn3c2nc2c3c(=O)n(CCN3CCOCC3)c(=O)n2C)cc1	0.0%	-10%[38.3 µM]	1%[46.1 µM]	-2%	6%	-4%	2%
CCOC(=O)C1=C(C)N(c2ccccc2)C(=O)/C1=C\c1cccs1	-1.9%	-10%	-15%	2%	-6%	-3%	2%
O=C(CSc1nnc(-c2ccc(Br)o2)n1Cc1ccccc1)c1ccccc1F	0.0%	35%[activator][38.3 µM]	-22%[46.1 µM]	0%	-10%	-1%	3%
COc1ccc(C(C[N+](=O)[O-])c2c(-c3ccccc3)cc3ccccn23)cc1OC (configuration not stated)	0.0%	-9%[38.3 µM]	-23%[46.1 µM]	-5%	-16%	-2%	-2%
